WRN helicase inh: inhibitors of human WRN helicase; Potency, µM (top dose mostly 114 µM), for the others: top-dose activity change, negative = inhibition, most hits filed as inhibitors; WRN helicase unwinding, fluorescent forked duplex, kinetic; 360,000 tested, 0.46% active; Q14191; note: potency is the fitted concentration of half-maximal effect; % is set by controls: 0 for no effect and ±100 for the full control effect; nearly all actives have a fitted effect of over 55% in size
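WRN at 20 nM final was preincubated with compound for 15 min at room temperature; reaction started with 100 nM forked duplex oligonucleotide carrying fluorophore and quencher plus 2 mM ATP (final). Unwinding followed kinetically by red fluorescence (ex 525/em 598 nm).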
PI5P4K alpha inh: inhibitors of human PI5P4K alpha. PI5P4Kalpha enzyme, ADP-Glo luminescence, 60 min; active compounds read low. max response, %. 330,000 tested, 1.2% active. P48426; active = max response of -50% or lower; inconclusive = between -30% and -50%; inactive = -30% or higher; note: value at the top dose of about 77 µM; % is set by controls: 0 for no effect and ±100 for the full control effect
Target sequence (P48426 whole entry, looked up): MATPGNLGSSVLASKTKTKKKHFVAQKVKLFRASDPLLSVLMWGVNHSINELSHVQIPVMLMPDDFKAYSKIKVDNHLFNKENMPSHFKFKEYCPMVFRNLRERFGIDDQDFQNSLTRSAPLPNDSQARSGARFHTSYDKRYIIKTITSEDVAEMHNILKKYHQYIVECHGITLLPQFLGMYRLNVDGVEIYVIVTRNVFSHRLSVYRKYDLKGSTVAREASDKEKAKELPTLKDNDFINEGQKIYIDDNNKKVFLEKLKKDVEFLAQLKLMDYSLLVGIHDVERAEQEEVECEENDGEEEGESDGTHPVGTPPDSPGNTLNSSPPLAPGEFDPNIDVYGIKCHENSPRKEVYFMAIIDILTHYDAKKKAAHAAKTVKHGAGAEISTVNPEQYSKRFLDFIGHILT
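PI5P4Kalpha ADP-Glo assay; 5 microM ATP final; 60 min RT reaction; HEPES pH 7.4/EGTA/CHAPS, 5% DMSO; controls lacking substrate or enzyme; luminescent end-point.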
GLP-1R inv ag: GLP-1 receptor (human) inverse agonism; HEK293 GLP-1R CRE-luciferase, luminescence, 24 h; GLP-1R form is constitutively active; Potency, µM (top dose mostly 38.3 µM), for inactives: at the top dose activity change, negative = inhibition, usual class: inhibitors; 410,000 tested, 1.6% active; AID 624417; note: potency is the fitted concentration of half-maximal effect; % is set by controls: 0 for no effect and ±100 for the full control effect; nearly all actives have a fitted effect of over 55% in size
Target sequence (P43220 whole entry, looked up): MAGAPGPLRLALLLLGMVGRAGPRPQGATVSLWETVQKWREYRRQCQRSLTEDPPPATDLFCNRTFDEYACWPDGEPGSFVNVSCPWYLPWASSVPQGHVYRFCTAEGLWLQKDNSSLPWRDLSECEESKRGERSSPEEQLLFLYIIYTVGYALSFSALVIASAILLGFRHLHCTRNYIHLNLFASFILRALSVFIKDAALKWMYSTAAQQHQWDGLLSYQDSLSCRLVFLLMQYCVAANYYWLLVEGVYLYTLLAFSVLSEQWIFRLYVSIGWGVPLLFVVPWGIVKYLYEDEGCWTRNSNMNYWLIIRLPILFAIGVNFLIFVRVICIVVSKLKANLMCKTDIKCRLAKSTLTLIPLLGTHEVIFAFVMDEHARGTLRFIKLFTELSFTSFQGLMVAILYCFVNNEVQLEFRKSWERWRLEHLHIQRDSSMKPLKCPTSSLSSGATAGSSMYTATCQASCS
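GLP-1R inverse agonism mode: basal reporter luminescence in engineered HEK293 cells measured after one day of compound exposure at 37 deg C, with a 12 min room-temperature detection step.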
GLP1R cytotox: cytotoxicity in counter-screen for GLP-1R inverse agonists; HEK293 cAMP-luciferase reporter cells, luminescence, 24 h; Potency, µM (doses to about 38.3 µM), for inactives: at the top dose activity change, negative = inhibition, most hits filed as inhibitors; 410,000 tested, 0.13% active; AID 624418;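 note: loss of luciferase light is scored as toxicity; potency is the fitted concentration of half-maximal effect; % is set by controls: 0 for no effect and ±100 for the full control effect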
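To flag toxic compounds, the library was rerun on cells for 24 hr at 37 deg C and 5% CO2. Viability-linked luminescence was captured 12 min after adding luciferase detection reagent.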
DRD3 agonist: agonists of human D3 dopamine receptor. P35462. D3R DiscoveRx beta-arrestin cells, luminescence, 90 min. max activation, %. 410,000 tested, 0.58% active. AID 652048; in the data active = max activation above about 30%; note: 0% is about no effect; mostly tested at two doses, the higher about 12 µM
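Agonist-mode cell screen: cells plated at 1500/well and incubated overnight at 37 °C, then exposed to library compounds for 90 min at 37 °C. Detection reagent was added for 30–60 min at room temperature, and luminescence was read.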
D3 antag: antagonists of human D3 dopamine receptor; D3R cells, DiscoveRx beta-arrestin luminescence, antagonist mode; active compounds read low; max response, negative = inhibition, %; 360,000 tested, 2.5% active; AID 652054; in the data active = max response below about -50%; inconclusive = no clear call, values can overlap the other calls; note: % is set by controls: 0 for no effect and ±100 for the full control effect; mostly tested at two doses, the higher about 12 µM
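Cells plated overnight at 1500 cells/well, then exposed to library compounds with dopamine controls for 90 minutes at 37 degrees C. DiscoveRx reagent added for 30–60 minutes at room temperature; luminescence read, quantitative HTS format.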
PLK1 PBD block: PLK1 (human) polo-box domain binding inhibition. AID 720504. P53350. Potency, µM, inactives show max response, negative = inhibition, usual class: inhibitors. 360,000 tested, 2.8% active. Plk1 PBD binding of FITC phosphopeptide, fluorescence polarization; note: potency is the fitted concentration of half-maximal effect; series mostly up to about 57 µM; % is set by controls: 0 for no effect and ±100 for the full control effect; nearly all actives have a fitted effect of over 65% in size
IL-2 act: activates IL-2 in a cell-based reporter assay | 360,000 tested, 0.065% active | AID 652025 | activation, % (series mostly up to about 46 µM) | IL-2 activation reporter assay, cell-based qHTS; stimulated with anti-CD3/CD4/CD28 beads; in transgenic mouse T cells; in the data active = activation above about 50%; inconclusive = mostly about 30% to 49%; note: 0% is about no effect
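Using fluorescent plate cytometry, EGFP and DsRed are detected in transgenic mouse T cells stimulated 18 h at 37 degrees C with antibody-coated beads after 60 min compound pretreatment.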
GLP1R ag: activates the human GLP-1 receptor | P43220 | HEK293 GLP-1R CRE-luciferase, luminescence, 4-6 h; cells express a hypersensitive GLP-1R form | Potency, µM (titrated, usually from 45.6 µM), for inactives: top-dose activation, hits mostly activators | 380,000 tested, 0.007% active | AID 624172; note: potency is the fitted concentration of half-maximal effect; % of control where 0% means no effect
An asterisk follows results filed as active; ? = inconclusive; / = no result given; [ ] = dose if it differs, or a comment. Unless noted, calls come from the whole dose curve; as a rule, active = well fitted curve in the direction sought with a large enough effect; inconclusive = small, poorly fitted or top-dose-only effect, or another doubt; inactive = no such curve, though single readings can be large; an effect the other way counts as inactive or inconclusive. Compounds were not picked by outcome; overall some 7.8% were active at least once.

cpd | mol | DRD3 agonist | GLP1R ag | IL-2 act | GLP-1R inv ag | PI5P4K alpha inh | GLP1R cytotox | PLK1 PBD block | WRN helicase inh | D3 antag
1 | O=C1CC(NCc2ccc(F)cc2)C(=O)N1c1ccccc1 (centres undefined) | 27 | -3% | -1.6 | 4% | 0 | 10% | -9% | -6% | -17
2 | O=C(NNC(=O)c1cc(Br)c(Br)s1)c1csc(N2CCOCC2)n1 | 4 | -9% | -1.3 | -1% | 3 | -5% | -6% | -14% | 7
3 | Cc1cc(=O)oc2c(CN3CCCC3)c(O)c(Cl)cc12 | -9 | 0% | 6.0 | 8% | 11 | 102%[activator] | -2% | -12% | 0
4 | CCCCc1nc(SCCN2CCOCC2)c2c(=O)n(C)c(=O)n(C)c2n1 | 7 | 0% | 2.4 | 32% | 9 | -1% | -9% | 5% | 8
5 | Cc1ccc(C)c(N2CCN(C(=O)CN3C(=O)COc4ccc(S(=O)(=O)N5CCCCCC5)cc43)CC2)c1 | -2 | 1% | / | ? | / | 8% | / | / | /
6 | CCCCCCCCN1C(=O)[C@H](CC(=O)NCCCOC)C[C@@]2(C(=O)OC)CC(C)(C)CC=C12 | 1 | / | -0.9 | ? | 15 | -15% | -6% | -10% | 0
7 | c1ccc2[nH]c(SCc3cn4cccnc4n3)nc2c1 | 9 | 4% | 2.5 | 54%[activator] | -10 | 15% | -27% | -4% | -14
8 | COC(=O)c1ccc(Sc2ccc(Cl)cc2)c(N)c1 | 3 | 3% | -1.7 | 0% | / | -5% | -4% | -10% | 8
9 | CCOC(=O)N1CCN(S(=O)(=O)c2ccc(F)cc2)CC1 | -3 | 22% | -1.5 | 13% | / | 1% | 0% | -12% | 8
10 | COc1ccc(/C=N/NC(=O)c2cc(-c3ccc4c(c3)OCO4)n[nH]2)cc1OC | 2 | 9% | -2.2 | 65%[activator] | -3 | -6% | -13% | -6%[11.6 µM] | 37
11 | Cc1cc(C)nc(N/N=C/c2cccc3ccccc23)n1 | -8 | 8% | -2.3 | -22% | 10 | ? | -7% | -8% | -28
12 | CC(C)CC(=O)Nc1ccc(Oc2ccc(NC(=O)CC(C)C)cc2)cc1 | 12 | -5% | 1.9 | 15% | -3 | 4% | -2% | 0% | 11
13 | COc1ccc(NC(=O)CN2C(=O)C3CC=CCC3C2=O)cc1Cl (centres undefined) | 0 | 1% | 0.7 | -2% | 1 | -4% | 2% | -1% | 2
14 | COc1ccc(/C=C/C(=O)Nc2cc(C)nn2-c2nc3ccccc3n2Cc2cccc([N+](=O)[O-])c2)cc1 | 3 | -10% | -3.7 | 4% | -20 | -1% | 0% | 7% | 7
15 | O=C(NC1(C(F)(F)F)C(=O)Nc2c1c(=O)[nH]c(=O)n2-c1ccccc1)c1cccnc1 (centres undefined) | 29 | 3% | -0.8 | 3% | / | -3% | -3% | -10% | -25
16 | COC(=O)[C@@]12CCCCN1[C@H](c1ccc(-c3ccc(OC)cc3)cc1)[C@@H]1C(=O)N(C)C(=O)[C@@H]12 | 5 | -2% | -2.5 | -22% | 16 | 13% | -2% | -1% | 5
17 | COc1ccc(C(=O)C2CCCN(C(=O)CCc3scnc3C)C2)c(C)c1 (centres undefined) | 2 | 7% | -3.7 | ? | 3 | -13% | -5% | 3% | 15
18 | CCOc1ccc(OCC)c(NC(=O)c2nnn(CC(=O)Nc3cc(C)cc(C)c3)c2N)c1 | -1 | -1% | -3.3 | ? | 2 | -21% | -9% | 0% | 3
19 | O=C(Nc1ccccc1)c1ccc[nH]1 | 0 | 16% | -0.7 | 11% | -13 | 3% | 19µM* | 3% | 11
20 | Cc1ccc(S(=O)(=O)NCC(C)n2nc(C)cc2C)cc1 (centres undefined) | 10 | 4% | ? | 9% | 2 | 7% | 46%[activator] | 20% | 9
21 | Cc1c2c(nc3c(C(=O)NC4CCCC4)cnn13)CCCC2 | 1 | 15% | 2.3 | 11% | / | -13% | 3% | 5% | -9
22 | O=C(COc1ccccc1)Nc1nnc(C23CC4CC(CC(C4)C2)C3)s1 | 0 | 4% | -0.4 | -16% | -3 | -6% | -3% | -1% | -3
23 | Cc1cc(Nc2c(C)n(C)n(-c3ccccc3)c2=O)n2c(nc3cc(F)c(F)cc32)c1C#N | 1 | -5% | 0.3 | 20% | 5 | -1% | -8% | 0% | -1
24 | Cc1cc(C)cc(NC(=O)Nc2cc(S(=O)(=O)N(C)C)ccc2C)c1 | -20 | 12% | -2.7 | 10µM* | 1 | 6% | -11% | -20% | ?
25 | Cc1cccc(N2CCN(CC(=O)NCc3ccc(Cl)cc3)CC2)c1C | -17 | -5% | -2.5 | ? | 7 | -14% | -1% | 3% | -10
26 | O=C(Nc1ccccn1)c1ccc2c(=O)n3c(nc2c1)CCCCC3 | -13 | -4% | 0.3 | ? | -16 | -10% | -6% | 10% | -28
27 | Cc1ccc(NC(=O)c2ccco2)nc1 | -7 | -4% | -1.9 | ? | -8 | 1% | -3% | 5% | ?
28 | OC(COc1ccccc1Br)CN1CCNCC1 (centres undefined) | -19 | -6% | 0.1 | ? | 17 | -5% | -4% | -1% | -20
29 | CSCCC(NC(=O)c1ccco1)C(=O)Nc1cc(C)ccn1 (centres undefined) | 1 | -2% | -5.3 | -14% | 0 | -15% | 1% | 7% | -6
30 | C=CCNC(=S)NNC(=O)CCC(O)CCCCC (centres undefined) | -2 | -4% | -0.4 | ? | 5 | ? | -7% | 4% | 10
31 | Cc1cccc(NC(=O)COc2coc(CN3CCN(c4ccccc4)CC3)cc2=O)c1C | -1 | -6% | -1.1 | -27% | -18 | 6% | -13% | 1% | -5
32 | O=C(NC1CCCCC1)C1CCN(S(=O)(=O)N2CCOCC2)CC1 | 9 | -9% | -2.6 | 7% | / | -23% | -7% | 15% | -18
33 | O=C(O)c1cc(Cl)ccc1NC(=O)C1CCCO1 (centres undefined) | -12 | -5% | 4.3 | 6% | / | 7% | -10% | -3% | -20
34 | CC(=O)OCCCn1c(C)[n+](C)c2cc(Cl)c(Cl)cc21 | 1 | -5% | -2.6 | 4% | 0 | 0% | -12% | 4% | -4
35 | CCc1nc2c(OCc3ccc(C(=O)N(C)C)cc3)cccn2c1N(C)C(=O)c1ccc(C)cc1 | 7 | 7% | -0.1 | -1% | -7 | 0% | -9% | 0% | 1
36 | O=C(CNC(=S)N(Cc1ccccc1)Cc1ccccc1F)NCc1ccc(Cl)cc1 | 0 | 7% | -1.6 | ? | 14 | -7% | -2% | -34% | 10
37 | CCn1cc(C(=O)NCc2ccc(Cl)cc2)c(=O)c2cc(S(=O)(=O)N3CCOCC3)ccc21 | -6 | 7% | -3.1 | 2% | -2 | 18% | -6% | -3% | -21
38 | O=C(CSc1nc(C2CC2)nc2ccccc12)Nc1ccccc1Cl | -3 | 1% | -1.9 | -1% | 7 | ? | -11% | -3% | -14
39 | Cc1cccc(-n2cc(CNCCc3nc(C)cc(C)n3)c(-c3cccc(F)c3)n2)c1 | -19 | 18% | -3.3 | ? | 2 | ? | -17% | 0% | ?
40 | COc1ccc(C(=O)N/C(=C/c2cccnc2)C(=O)N2CCCCCC2)cc1OC | 0 | -3% | 2.8 | 7% | 4 | -10% | -9% | -3% | 1

Brought forward from above: 4 compounds, then new ones.
cpd | mol | DRD3 agonist | GLP1R ag | IL-2 act | GLP-1R inv ag | PI5P4K alpha inh | GLP1R cytotox | PLK1 PBD block | WRN helicase inh | D3 antag
37 | CCn1cc(C(=O)NCc2ccc(Cl)cc2)c(=O)c2cc(S(=O)(=O)N3CCOCC3)ccc21 | -6 | 7% | -3.1 | 2% | -2 | 18% | -6% | -3% | -21
38 | O=C(CSc1nc(C2CC2)nc2ccccc12)Nc1ccccc1Cl | -3 | 1% | -1.9 | -1% | 7 | ? | -11% | -3% | -14
39 | Cc1cccc(-n2cc(CNCCc3nc(C)cc(C)n3)c(-c3cccc(F)c3)n2)c1 | -19 | 18% | -3.3 | ? | 2 | ? | -17% | 0% | ?
40 | COc1ccc(C(=O)N/C(=C/c2cccnc2)C(=O)N2CCCCCC2)cc1OC | 0 | -3% | 2.8 | 7% | 4 | -10% | -9% | -3% | 1
41 | O=C(COc1cccnc1[N+](=O)[O-])Nc1ccc(F)cc1 | -6 | 13% | -1.0 | 39%[activator] | 0 | -3% | -14% | -2% | -19
42 | C=CCc1ccccc1OCC(O)CN1CCOCC1 (centres undefined) | -2 | 0% | 0.4 | -27% | -3 | 8% | -6% | -4% | 1
43 | O=C(Cn1cnc2c(nnn2Cc2ccccc2)c1=O)c1ccc(Cl)cc1 | -4 | -1% | -1.0 | 13% | -1 | 3% | -14% | -4% | -7
44 | COc1ccccc1CC(=O)Nc1ccc2c(C)cc(=O)oc2c1 | 0 | -4% | -1.5 | 16% | -3 | -5% | -26% | -4% | ?
45 | Cc1c(C(=O)OCC(=O)NC2CC2)oc2ccc(Br)cc12 | -5 | 16% | -2.3 | 2% | -18 | 1% | -6% | 8% | -6
46 | CCCCN1c2ccccc2N(CCCO)c2cc(C)nnc21 | 4 | 2% | -0.4 | ? | 6 | -13% | -6% | 9% | 20
47 | Cc1cc([N+](=O)[O-])nn1CC(=O)N1CCN(Cc2ccccc2)CC1 | 2 | 6% | 1.1 | 13% | -7 | -6% | 4% | 1% | 4
48 | CCNS(=O)(=O)c1ccc(CCC(=O)N2CCOCC2)cc1 | 3 | -4% | 0.0 | -7% | 3 | 7% | -12% | -1% | -1

Some of the entries above, set out differently.
47	Cc1cc([N+](=O)[O-])nn1CC(=O)N1CCN(Cc2ccccc2)CC1
  DRD3 agonist: 2
  GLP1R ag: 6%
  IL-2 act: 1.1
  GLP-1R inv ag: 13%
  PI5P4K alpha inh: -7
  GLP1R cytotox: -6%
  PLK1 PBD block: 4%
  WRN helicase inh: 1%
  D3 antag: 4

44	COc1ccccc1CC(=O)Nc1ccc2c(C)cc(=O)oc2c1
  DRD3 agonist: 0
  GLP1R ag: -4%
  IL-2 act: -1.5
  GLP-1R inv ag: 16%
  PI5P4K alpha inh: -3
  GLP1R cytotox: -5%
  PLK1 PBD block: -26%
  WRN helicase inh: -4%
  D3 antag: ?

45	Cc1c(C(=O)OCC(=O)NC2CC2)oc2ccc(Br)cc12
  DRD3 agonist: -5
  GLP1R ag: 16%
  IL-2 act: -2.3
  GLP-1R inv ag: 2%
  PI5P4K alpha inh: -18
  GLP1R cytotox: 1%
  PLK1 PBD block: -6%
  WRN helicase inh: 8%
  D3 antag: -6
